# KDM5B inhibitor: inhibitors of human KDM5B histone demethylase | actives 2.6% (n = 220,000) | Potency, µM (series often up to 57.7 µM), for inactives: at the highest dose activity change, negative = inhibition, most hits filed as inhibitors | KDM5B demethylase, FDH-coupled NADH fluorescence (FDH is formaldehyde dehydrogenase) | Q9UGL1 | AID 1347165; active means well fitted inhibition curve with a large enough effect; inconclusive means small, poorly fitted or top-dose-only effect; inactive means no such curve, though single readings can be large or run the other way; further: 0% is about no effect; nearly all actives have a fitted effect of over 70% in size
#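 Coupled FDH/NAD⁺ fluorescence readout. KDM5BΔAP 200 nM final; compound titration, 10 min RT preincubation; substrate mix 12.5 µM H3K4me3, 25 µM 2-OG, 50 µM Fe(II), 100 µM ascorbate, 0.25 mM NAD⁺, 0.25 U/mL FDH; ΔRFU over 30 min.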
# * hit, by the source's call; ? = inconclusive; [ ] = another dose, or the depositor's remark. Potency means the concentration at half of the fitted maximal effect. This is a subset, so the mix of outcomes need not match the whole.
Molecule | KDM5B inhibitor
Cc1cccc(-c2nc(-c3ccc(S(=O)(=O)N4CCOCC4)cc3)cs2)c1 | 1%
O=S(=O)(CCN1CCN(c2cnccn2)CC1)c1ccccc1 | -6%
CC(=O)C1=C(c2cccc([N+](=O)[O-])c2)N(C(C)=O)n2c(nnc2-c2ccc(C)cc2)S1 | 10%
Cc1nc2ccc(Cl)cc2cc1C(=O)NCc1cccnc1OC(C)C | 5%
COc1cc(C(C)=O)ccc1OCC(=O)OCCOc1c(Cl)cccc1Cl | -22%
CCCc1nnc(NC(=O)CCC(=O)N2CCN(S(=O)(=O)c3ccc(C)cc3)CC2)s1 | 29%
CC(=O)N1CC2(CCN(Cc3cccc(C(N)=O)c3)C2)Cc2ccccc21 (centres undefined) | -20%[115 µM]
CCC(=O)N1CCCC(C(=O)N(C)Cc2cccc(C(F)(F)F)c2)C1 (centres undefined) | 10%

# Given with each value named: part of the list above.
Compound: Cc1cccc(-c2nc(-c3ccc(S(=O)(=O)N4CCOCC4)cc3)cs2)c1
  KDM5B inhibitor = 1%

Compound: O=S(=O)(CCN1CCN(c2cnccn2)CC1)c1ccccc1
  KDM5B inhibitor = -6%

# Remaining list, next part.
Molecule | KDM5B inhibitor
COc1ccc(-c2nc(CSCC(=O)NCC(C)C)co2)cc1 | 98%[activator]
CCc1ccc(NS(=O)(=O)c2ccc(-c3coc(C)n3)cc2)cc1 | -1%
O=C(CCCSc1nc2ccccc2s1)Nc1ccc(F)cc1F | 13%
Cc1ccc(-n2c(C3CCN(C(=O)c4ccc(F)cc4)CC3)n[nH]c2=O)cc1 | -10%
CCc1nnc(NC(=O)c2nnn(-c3ccccc3OC)c2C)s1 | 10%
Cc1ccccc1C(=O)N[C@@H]1CN(C)C[C@H]1CN(C)C | 7%
COc1ccccc1NC(=O)N1CCC(N2CC3CC(C2)[C@H]2CCCC(=O)N2C3)CC1 (some centres undefined) | -5%
Cc1ncccc1C(=O)N1CCC(Oc2ccc(-c3noc(-c4ccccc4)n3)cc2)C1 (centres undefined) | 13%

Molecule | KDM5B inhibitor
COCc1nncn1C1CCN(S(=O)(=O)c2ccc(C)c(Cl)c2)CC1 | -5%
O=C(COc1ccc(Cl)cc1)Nc1cccc(-c2nnc3n2CCCC3)c1 | 26%
COCCc1noc(-c2ccccc2OC2CN(C(=O)CC(C)C)C2)n1 | ?
Cc1cccc2[nH]c(CCNC(=O)C3[C@H]4CN(C5CCCC5)C[C@@H]34)nc12 (some centres undefined) | 22%
CCc1nn(CCCC(=O)NCc2ccc(OC(C)C)cc2)c(=O)c2cc3occc3n12 | -30%
COC(=O)c1ccc(NC(=O)Cn2c(=O)oc3ccccc32)cc1 | ?
COCCCN1CCC(CN)C1 (centres undefined) | -81%
CN(C)CCN(C)C[C@@H]1CN(C(=O)c2ccc(=O)n(C)c2)C[C@@H]1CO | 9%

Molecule | KDM5B inhibitor
Cc1ccc(-n2c(=O)c3oc4ccccc4c3n(Cc3cccc(F)c3)c2=O)cc1C | ?
CC1CCCN(c2ncnc3c2CN(c2ccccc2)C(=O)N(C)C3)C1 (centres undefined) | ?
CN(CCNC(=O)c1nccnc1N)c1ccccc1 | 6%
CC(C)(C)c1ccc(C(=O)N/N=C(/C=C/c2ccccc2)c2ccccc2)cc1 | 1%
O=c1[nH]c(N2CCOCC2)nc2c1CCN(Cc1cc(F)ccc1F)CC2 | -13%
O=c1cc(CN2CCN(Cc3ccccc3)CC2)c2cc(Cl)ccc2o1 | -21%
O=C(Nc1ccc(C(F)(F)F)cc1)C1(c2cccs2)CCOCC1 | -13%
COc1ccccc1CNC(=S)Nc1ccc2nc(N3CCN(C)CC3)cc(C)c2c1 | ?

Molecule | KDM5B inhibitor
Cc1cc(C)c2c(n1)SCCN2C(=O)Nc1ccc(C(=O)Nc2cc(Cl)ccc2C)cc1 | ?
N#Cc1cccc(C(=O)N(Cc2cccs2)C2CC2)c1 | -4%
Cc1cc(C)c(NC(=O)Cn2nnc(-c3nc(-c4ccccc4)no3)c2N)c(C)c1 | ?
COC(=O)N1CCn2c(nn(-c3ccncc3)c2=O)C1 | 0%[86.2 µM]
CCOc1ccc(-c2cccc3c2CCNC3)cc1C(N)=O | -7%
Cc1sc(-c2nc(-c3cccc(F)c3)no2)cc1S(=O)(=O)Nc1ccc(F)cc1 | -15%
COc1ccc(NC(=O)N2CCC(CC(=O)NCc3ccccc3)C2)cc1OC (centres undefined) | -14%
O=C(C1CCOCC1)N1CCC(Oc2ccccc2)C1 (centres undefined) | -13%

Molecule | KDM5B inhibitor
O=C(Cc1cccs1)N1CCCCCC1c1nc(C2CC2)no1 (centres undefined) | -10%
COc1ccc2oc(=O)c(-c3cn4c(n3)sc3cc(F)ccc34)cc2c1 | -15%
CC(C)CNC(=O)NC1CCN(C(=O)N2CC3CC(C2)[C@H]2CCCC(=O)N2C3)CC1 (some centres undefined) | 15%
CCCN1CCC(N2CCCC(Cc3ccccc3)(C(=O)OCC)C2)CC1 (centres undefined) | 3%
O=C(O)COc1ccccc1/C=N/NC(=O)c1cc(-c2ccccc2)nc2ccccc12 | ?
COc1ccc(S(=O)(=O)N2CCc3c(C(=O)N4CCCC4)cccc32)cc1 | -13%
COCCn1nnnc1C1CC2(CCOCC2)C(=O)N1Cc1cc(F)cc(F)c1 (centres undefined) | 21%
Cn1ccnc1SCC(=O)NC1(C#N)CCCCC1 | 17%

Molecule | KDM5B inhibitor
C1CC(OCC2CC2)CN1 (centres undefined) | 11%
O=C(CN1C(=O)COc2ccc(Cl)cc21)Nc1ccc(F)cc1 | -9%
S=C(NC1CCCCC1)c1ccccc1 | 11%
Cc1ccc2cc(CN(C)S(C)(=O)=O)c(=O)[nH]c2c1 | -13%
O=C(OCc1nc(-c2cccc(Cl)c2)no1)c1ccccn1 | 6%
Clc1ccc(-c2nc(-c3ccncc3)no2)cc1 | 2%
c1cc(CNC2CCCC2)cs1 | 17%
CCCn1c(=O)n(CC(=O)NCc2nnc3n2CCC3)c2ccccc21 | 2%

# Continued, overlapping the part above by three compounds.
Molecule | KDM5B inhibitor
Clc1ccc(-c2nc(-c3ccncc3)no2)cc1 | 2%
c1cc(CNC2CCCC2)cs1 | 17%
CCCn1c(=O)n(CC(=O)NCc2nnc3n2CCC3)c2ccccc21 | 2%
COc1ccc(-n2c(=O)c3c4c(sc3n(Cc3ccc(C)cc3C)c2=O)CCC4)c(OC)c1 | -21%
CN(C)c1ccc(C(=O)/C=C/c2cc3ccccc3nc2N2CCOCC2)cc1 | -18%
CCc1cccc(NC(=O)CN(C)S(=O)(=O)c2ccc3c(c2)CCCN3C(C)=O)c1 | 10%
CCOCc1nc(C2CCCN2S(=O)(=O)c2cn(C)cn2)no1 (centres undefined) | 12%
CCn1ccc(C(=O)N2CCCN(S(=O)(=O)c3ccccc3)CCC(=O)NCC2)n1 | 0%
Cc1ccccc1C(=O)N1CCCC2(C1)Nc1cccnc1NC2=NC1CCCC1 (centres undefined) | 16µM*
CC(C)CCC(=O)N1CCC2(CC1)Nc1ccccc1NC2=O | 2%
O=S(=O)(NC(c1ccccc1)c1cccs1)c1cccnc1 (centres undefined) | -3%

Molecule | KDM5B inhibitor
O=C(NCCCNC(=O)c1cccc2cccnc12)c1cccc2cccnc12 | 3%
C[S+](=O)([O-])N1CC2(Cc3ccccc3NC2=O)C1 | -8%[149 µM]
CCCOc1nc2ccccc2nc1N1CCC(C(=O)NCc2ccccc2C)CC1 | -17%
O=C(COC(=O)CNC(=O)c1ccc2ccccc2c1)Nc1ncc(Cl)cc1Cl | -11%
CCc1nc(-c2c3n(c(=O)n(CC(=O)Nc4cccc(Cl)c4)c2=O)CCCC3)no1 | -2%
COc1ccccc1CNS(=O)(=O)c1cc(Br)cc2c1N(C(=O)C1CC1)CC2 | -16%
Cc1nc(C)c(CCC(=O)Nc2ccccc2F)c(=O)[nH]1 | 7%
CCOc1ccc(NC(=O)Cn2ncc3c2-c2cc(C)ccc2OC3)cc1 | 8%

Molecule | KDM5B inhibitor
O=C(NCCCN1CCCC1=O)C(=O)NCC1OCCCN1S(=O)(=O)c1cc(F)ccc1F (centres undefined) | 10%
CC(C)(C)CC(=O)N1C[C@@H](NC(=O)Nc2ccc(F)cc2F)C[C@H]1C(=O)N[C@H](Cc1ccccc1)C(N)=O | 9%
COc1ccc(-c2c(C)c3ccc(OC(=O)c4ccco4)cc3oc2=O)cc1OC | -2%
Cc1ccc(NC(=O)c2cc3c(N4CCSCC4)nc(C)cn3n2)c(F)c1 | 28µM*
CC1CN(C(=O)N2CCC(C(=O)NCCC3=CCCCC3)CC2)c2ccccc2O1 (centres undefined) | -9%
O=C1Nc2ccc(-c3cccc(C(F)(F)F)c3)cc2C(=O)N2CCN(C(=O)COc3ccccc3)C[C@H]12 | 13%
CNC(=O)C(=O)NCC1OCCN1S(=O)(=O)c1ccc(C)cc1 (centres undefined) | 6%
COC(=O)c1cccn(C)c1=S | 30%

Molecule | KDM5B inhibitor
O=C(CCc1nc(C2CC(=O)N(C3CCCCC3)C2)no1)c1ccc(Cl)cc1 (centres undefined) | -4%
CC(=O)NCCNc1nc2c(S(=O)(=O)c3ccc(C)c(C)c3)nnn2c2ccc(Cl)cc12 | ?
CC(C)c1ccc(N2C(=O)N(Cc3ccccc3Cl)c3ccccc3S2(=O)=O)cc1 | -16%
COc1ccccc1CCC(=O)NC1CCN(c2cc(C(F)(F)F)nc(C)n2)CC1 | -5%
O=C(Cn1ncc2c3ccccc3n(Cc3ccc(Cl)cc3)c2c1=O)NC1CCCCCC1 | 8%
Cc1cc(C)cc(C(=O)N2CCCN(c3cc(-c4ccc(Cl)cc4)[nH]n3)CC2)c1 | ?
NC(=O)c1snnc1-c1ccccc1 | 25%
CCn1c(SCc2ccccc2Cl)nnc1-c1ccco1 | -16%

# Random excerpt: two compounds from above.
Molecule | KDM5B inhibitor
Cc1cc(C)cc(C(=O)N2CCCN(c3cc(-c4ccc(Cl)cc4)[nH]n3)CC2)c1 | ?
O=C(Cn1ncc2c3ccccc3n(Cc3ccc(Cl)cc3)c2c1=O)NC1CCCCCC1 | 8%

# Further compounds follow:
Molecule | KDM5B inhibitor
Cc1cccc(-c2noc(-c3ccc(N4CCCC4)c([N+](=O)[O-])c3)n2)c1 | -16%
CCN1CCN(CCNC(=O)C2CCN(c3nnc(-n4c(C)ccc4C)s3)CC2)CC1 | -23%
Cc1nn(-c2ccccc2)c(C)c1C(=O)NCCc1ccccc1 | 1%
Cc1noc(C)c1-c1cc(-c2cccc3cc[nH]c23)cn2cncc12 | ?
CNC(=S)Nc1ccc(N2CCN(c3ccc(C(F)(F)F)cn3)CC2)nc1 | 11%
COc1cc(OC)c(NC(=O)C2CCN(C(=O)c3sc4nc[nH]c(=O)c4c3C)CC2)cc1Cl | -28%
CC1CCN(C(=O)C[C@@H]2c3nc(NC(=O)c4ccco4)sc3C[C@@H]3[C@](C)(CO)[C@H](O)CC[C@]32C)CC1 | -13%
COc1cscc1C(N)=O | -3%

Molecule | KDM5B inhibitor
CCn1cc(S(=O)(=O)N2CCCCCCNC(=O)[C@@H]3CCC[C@@H]32)cn1 | -8%
Cc1ccc(CSCC(=O)O)cc1 | 9%
Cc1ccc(-n2c(=O)c3c(n4cnnc24)-c2ccccc2CC32CCCCC2)cc1 | 22%
CCC(=O)C1=C(c2ccccc2)N(C(=O)CC)n2c(nnc2C2CCCCC2)S1 | 11%
Cc1cccn2c(=O)c(C(=O)N3CCN(c4ccc(Cl)cc4)CC3)cnc12 | -23%
COc1ccc(Cn2c(C3CCN(C(=O)C4(c5ccccc5)CC4)CC3)n[nH]c2=O)cc1 | 14%
C=C(C)CNCC1(O)CCCN(Cc2cccc(F)c2F)C1=O (centres undefined) | 40%
O=c1cc(CCl)c2ccc3ccccc3c2o1 | ?

Molecule | KDM5B inhibitor
CC(=O)Nc1cccc(-c2ncc3c(n2)OCCN(c2ccccc2)C3=O)c1 | -16%[86.2 µM]
COCCN(C)Cc1cn(Cc2ccccc2)nc1-c1ccc2c(c1)OCO2 | -12%
COc1ccc(-c2noc(CNC(=O)COc3cccc(C)c3C)n2)cc1 | -17%
O=C1Cc2ccccc2C(c2ccc(Cl)cc2)N1 (centres undefined) | 26%
O=C(NC1CCCC1)C1CC(=O)N(c2n[nH]c3ccccc23)C1 (centres undefined) | -10%
COc1cc(Cl)c(C)cc1NC(=O)CNC(=O)Cn1ccc2ccccc2c1=O | 9%
Cc1ccc(CNC(=O)CN2C(=O)CSc3ccc(S(=O)(=O)N4CCCC4)cc32)cc1 | -8%
CC(C)CNc1nc(C(=O)Nc2nnc(C(C)C)s2)cs1 | 7%

Molecule | KDM5B inhibitor
CCc1nnsc1C(=O)N(C)Cc1cccc(Cl)c1 | 13%
COc1cc(/C=C2/NC(=O)NC2=O)ccc1OCC(=O)Nc1ccc(F)cc1 | 104%[activator]
CC(=O)c1cccc(N(C(=O)Cn2nnc3ccccc32)C(C(=O)NCc2ccccc2)c2ccc(F)cc2)c1 (centres undefined) | -26%
COc1cccc(/C=N/NC(=O)CCc2c(C)n[nH]c2C)c1O | ?
CCCCc1nnc(SCC(=O)NC2CCCCC2)n1C | 16%
O=C(c1cnccn1)N1CC(F)(F)C[C@H]1c1nc(-c2ccncc2)no1 | 1%
O=C(c1ccc2c(c1)N(Cc1ccc(F)cc1)C(=O)c1ccccc1S2(=O)=O)N1CCCC1 | -29%
CC1(C)CC(=O)C2=C(C1)c1c(ccc3ccccc13)NC2c1ccco1 (centres undefined) | ?

Molecule | KDM5B inhibitor
Cc1ccc(-n2nnnc2SCc2ncc(-c3ccccc3)o2)cc1 | 12%
COc1cccc([S+](=O)([O-])N2CCC3(CC2)CC(=O)c2ccccc2O3)c1 | ?
Cn1cc([N+](=O)[O-])c(C(=O)N2CCN(Cc3ccc4c(c3)OCO4)CC2)n1 | -1%
O=C(NCc1nnc2ccc(-c3ccccc3)nn12)c1ccoc1 | 32µM*

# Source: PubChem BioAssay
